Compound activity: PubChem, National Center for Advancing Translational Sciences (NCATS)
POLB inh – qHTS Assay for Inhibitors of DNA Polymerase Beta. AID 485314, 2010. P06746. hit rate 1.3% among 340,000. Pol beta primer extension/strand displacement, fluorescence kinetic. Potency, µM (doses to about 114 µM), for the others: top-dose activity change, negative = inhibition, hits mostly inhibitors; also: % is scaled to controls: 0 for no effect and ±100 for the full control effect
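Curves were derived by four-parameter Hill fits of normalized qHTS data. The kinetic fluorescent primer-extension read was taken at 0 and 10 min after 50 nM substrate, following a 15 min room-temperature preincubation of 10 nM enzyme with compounds.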
Pol iota inh – qHTS for Inhibitors of Polymerase Iota; Pol iota fluorescent replication assay, 10 min; hit rate 1% among 390,000; DNA polymerase iota (Homo sapiens), Q9UNA4; Potency, µM (titrated, usually from 115 µM), for the others: top-dose activity, negative = inhibition, actives largely listed as inhibitors
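Fluorescent replication assay read twice, at 0 min and 10 min after adding 50 nM (final) substrate. Enzyme (10 nM) and compounds were first incubated 15 min at room temperature; enzyme-free buffer wells were negative controls.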
POLH inh – qHTS for Inhibitors of Polymerase Eta; Potency, µM (highest dose often 114 µM), for inactives: at the top dose activity change, negative = inhibition, hits mostly inhibitors; hit rate 1.2% among 390,000; AID 588591, 2011; recombinant Pol eta, fluorescent DNA replication assay; also: % is scaled to controls: 0 for no effect and ±100 for the full control effect
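Fluorescent replication assay: 50 nM final substrate added after a 15 min room-temperature compound preincubation with 10 nM enzyme. Signal taken at 0 min and again at 10 min.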
G9a block – qHTS Assay for Inhibitors of Histone Lysine Methyltransferase G9a. Potency, µM (series often up to 102 µM), for the others: at the highest dose activity, negative = inhibition, most hits filed as inhibitors. G9a H3K9 monomethylation, AlphaScreen, 2 h. Histone-lysine N-methyltransferase EHMT2 (Homo sapiens), Q96KQ7. hit rate 8.8% among 350,000. AID 504332, 2011; also: % is scaled to controls: 0 for no effect and ±100 for the full control effect; nearly all actives have a fitted effect of over 75% in size
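AlphaScreen detection with an anti-monomethyl H3K9 antibody quantified product after a 2 h room-temperature reaction containing 500 nM biotinylated H3K9 peptide, 20 µM SAM and 20 nM enzyme, which had been preincubated 15 min with compound.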
JMJD2A Tudor – qHTS Assay for Inhibitors of JMJD2A-Tudor Domain. Lysine-specific demethylase 4A (Homo sapiens), O75164. hit rate 4.4% among 390,000. Potency, µM (highest dose often 114 µM), inactives show at the highest dose activity change, negative = inhibition, hits mostly inhibitors. AlphaScreen JMJD2A-Tudor / H3K4me3 peptide binding; also: % is scaled to controls: 0 for no effect and ±100 for the full control effect; nearly all actives have a fitted effect of over 50% in size
BAZ2B block – qHTS Assay for Inhibitors of BAZ2B. Potency, µM (series often up to 114 µM), inactives show at the top dose activity change, negative = inhibition, actives largely listed as inhibitors. hit rate 4.4% among 360,000. AlphaScreen BAZ2B-H3K14Ac peptide displacement; also: % is scaled to controls: 0 for no effect and ±100 for the full control effect; nearly all actives have a fitted effect of over 60% in size
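Inhibition is scored as reduced AlphaScreen emission. The BAZ2B/b-H3(5-23)K14Ac complex (50 nM each) in PBS pH 7.4, 0.01% Tween-20 meets compound (up to 110 uM) for 30 min at RT before bead addition.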
BLM helicase inh – qHTS Assay for Inhibitors of Bloom's syndrome helicase (BLM). RecQ-like DNA helicase BLM (Homo sapiens), P54132. recombinant BLM DNA unwinding, fluorescence dequenching. Potency, µM (doses to about 56.1 µM), for the others: top-dose activity change, negative = inhibition, hits mostly inhibitors. hit rate 0.2% among 350,000. AID 2528, 2010;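 also: plate controls were vehicle for no effect and no enzyme for full effect; nearly all actives have a fitted effect of over 35% in size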
POLK inh – qHTS for Inhibitors of Polymerase Kappa. DNA polymerase kappa (Homo sapiens), Q9UBT6. purified Pol kappa, fluorescent DNA synthesis assay, 10 min. Potency, µM (series often up to 107 µM), for inactives: at the highest dose activity, negative = inhibition, hits mostly inhibitors. hit rate 0.53% among 400,000. AID 588579, 2011; also: % is scaled to controls: 0 for no effect and ±100 for the full control effect
Target sequence (Q9UBT6 whole entry, looked up): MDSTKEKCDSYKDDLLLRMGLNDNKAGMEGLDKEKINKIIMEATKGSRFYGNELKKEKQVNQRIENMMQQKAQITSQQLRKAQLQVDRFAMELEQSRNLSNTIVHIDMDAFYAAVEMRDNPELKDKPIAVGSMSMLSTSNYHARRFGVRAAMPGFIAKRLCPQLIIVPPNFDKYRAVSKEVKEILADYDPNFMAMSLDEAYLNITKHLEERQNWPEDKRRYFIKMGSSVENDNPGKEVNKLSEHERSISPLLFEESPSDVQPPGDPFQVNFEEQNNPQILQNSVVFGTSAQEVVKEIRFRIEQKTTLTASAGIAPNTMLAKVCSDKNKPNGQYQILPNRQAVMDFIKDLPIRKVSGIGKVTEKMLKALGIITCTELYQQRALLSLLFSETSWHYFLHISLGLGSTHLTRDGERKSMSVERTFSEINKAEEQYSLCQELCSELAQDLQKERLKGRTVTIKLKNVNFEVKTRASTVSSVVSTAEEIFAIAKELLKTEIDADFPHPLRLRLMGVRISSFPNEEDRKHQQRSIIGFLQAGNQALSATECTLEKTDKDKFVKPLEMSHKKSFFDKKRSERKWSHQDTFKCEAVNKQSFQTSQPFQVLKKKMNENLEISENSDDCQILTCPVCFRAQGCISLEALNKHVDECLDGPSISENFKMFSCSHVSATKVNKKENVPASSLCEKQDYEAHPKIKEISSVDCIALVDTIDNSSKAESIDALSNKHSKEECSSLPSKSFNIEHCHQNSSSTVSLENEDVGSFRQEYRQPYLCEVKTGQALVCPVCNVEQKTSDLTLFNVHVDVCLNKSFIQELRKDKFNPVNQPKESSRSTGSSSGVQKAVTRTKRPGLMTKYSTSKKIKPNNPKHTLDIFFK
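Enzyme at 10 nM met test compounds for 15 min at room temperature. Substrate addition (50 nM final) began the reaction, which was monitored by fluorescence at 0 and 10 min.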
APE1 inh – qHTS Assay for Inhibitors of the Human Apurinic/apyrimidinic Endonuclease 1 (APE1). DNA repair nuclease/redox regulator APEX1 (Homo sapiens), P27695. recombinant APE1, TAMRA/BHQ-2 abasic DNA cleavage fluorescence. Potency, µM (titrated, usually from 65.8 µM), for the others: at the top dose activity change, negative = inhibition, most hits filed as inhibitors. hit rate 0.35% among 350,000;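 also: plate controls were vehicle for no effect and reference inhibitor for full effect; nearly all actives have a fitted effect of over 55% in size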
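Readout is kinetic fluorescence (ex 525, em 598 nm) from cleavage of 50 nM TAMRA/BHQ-2 THF abasic duplex by 0.75 nM APE1, compound added 15 min beforehand at RT.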
Active calls of the source: *; ? = inconclusive; . = not tested or not shown; & = joins results of further samples; [ ] = another dose, or the depositor's remark. Calls follow the shape of the dose curve; as a rule, active = well fitted curve in the direction sought with a large enough effect; inconclusive = small, poorly fitted or top-dose-only effect, or another doubt; inactive = no such curve, though single readings can be large; an effect the other way counts as inactive or inconclusive. Potency is read from the fitted curve at half-maximal effect. This is a subset (hit frequency here may not be typical).

item | Molecule | POLB inh | Pol iota inh | POLH inh | G9a block | JMJD2A Tudor | BAZ2B block | BLM helicase inh | POLK inh | APE1 inh
1 | Cc1ccc(CNC(=O)[C@H](C)NC(=O)C2CCN(C(=O)[C@@H](N)CC(C)C)CC2)cc1 | 65% | -11% | -12% | . | -8% | -7%[57.1 µM] | 2% | -9% | -1%
2 | O=C(O)c1c(F)c(F)c(F)c(F)c1-c1ccc(Cl)cc1 | 1% | ? | -1% | -5%[59 µM] | -14% | -2% | 1% | -3%[60.1 µM] | -1%
3 | Cn1c(CNC(=O)C2CCCCC2)cc2cc(Cl)ccc21 | 90% | 125%[activator] | -13% | 16% | 2% | -1% | -1% | -3% | 3%
4 | O=C(N/N=C/c1cc([N+](=O)[O-])ccc1O)C1CC1 | -5% | 18% | -11% | 34%[59 µM] | -36% | -28% | -3% | 6% | -2%
5 | N/C(=N\OC(=O)c1cccc(Br)c1)c1ccc([N+](=O)[O-])cc1 | 29% | -21% | -10% | 15% | -22% | -6% | -3% | -5% | 16%
6 | C/C=C/C(=O)Nc1nnc(C(C)C)s1 | -11% | -12% | -4% | 18%[59 µM] | -7% | -4% | 1% | -10% | 5%
7 | O=C(OCC(=O)N1CCCc2ccccc21)C1CCN(S(=O)(=O)c2cccs2)CC1 | 1% | 11% | -26% | -6%[59 µM] | -6% | 2% | -7% | -20% | -6%
8 | CCOc1ccc(OCC)c(S(=O)(=O)N2CCCCC2C)c1 (stereo not given) | 2% | -1% | 0% | 9% | -1% | 5% | -2% | -12% | 9%
9 | C[C@H](NS(=O)(=O)c1ccccc1F)C(=O)OCC(=O)N1CCc2ccccc21 | 7% | 0% | -14% | -5%[59 µM] | -3% | 5% | -5% | -15% | 1%
10 | COC(=O)c1ccc(Nc2cc(C)nc3ncnn23)cc1 | -14% | 13% | -5% | 15% | -4%[57.1 µM] | 12% | 0% | -16% | 13%
11 | CCOc1ccc(/C=C2\SC(=S)N(C)C2=O)cc1OC | -7% | 17% | -11% | . | -18% | -11% | 0% | 10% | -4%
12 | Clc1ccc(CN2CCN(c3ncnc4sc5c(c34)CCCC5)CC2)cc1Cl | -22% | 5% | -15% | -35%[59 µM] | -15% | -2% | -4% | -3%[60.1 µM] | .
13 | Cc1ccc(S(=O)(=O)N2CCN(C(=O)c3ccc(N4CCCCC4)c([N+](=O)[O-])c3)CC2)cc1 | 6% | 16% | 6% | 32µM* | ? | ? | -8% | -14% | 2%
14 | CN(C)S(=O)(=O)c1cc(NC(=O)COC(=O)Cc2ccc(Br)cc2)ccc1Cl | -5% | 16% | -26% | 2%[59 µM] | -9% | -1% | -17% | -13% | -6%
15 | Cc1ccccc1-c1nnc(-c2ccccc2C)o1 | 2% | 2% | 1% | 9%[59 µM] | 10% | 7% | -1% | -2% | 0%
16 | CCOCCCNC(=O)c1ccc(NC(=O)C2CCCO2)cc1 (stereo not given) | 12% | -6% | -4% | -1%[2.33 µM] | -9% | 4% | -1% | 7% | 20%
17 | CCn1c(-c2ccccn2)nc2cc(S(=O)(=O)N(C)C)ccc21 | 36% | 61%[activator] | 0% | 50µM* | -13% | 14% | -1% | -5% | -7%
18 | O=C(CCSCc1ccc(Cl)cc1)NCc1ccc(F)cc1Cl | 22% | -10% | -22% | 28%[59 µM] | 44%[activator] | 27% | -23% | -7%[60.1 µM] | .
19 | O=C(CNS(=O)(=O)c1ccc(Br)cc1)NCc1ccncc1 | 29% | 55%[activator] | -22% | 27% | -8% | -3% | -2% | 10% | 2%
20 | Cn1cccc1Cc1nnc(SCC(=O)N2CCOCC2)n1CCc1ccccc1 | -1% | 0% | -15% | 45µM* | -27% | -31% | 5% | -10% | -1%
21 | Cc1ccc(CNC(=O)C(=O)NCCC2=CCCCC2)cc1 | 1% | -21% | -12% | -12%[59 µM] | -12% | -2% | 0% | 5% | 3%
22 | Cn1c(N)c(C(=O)COC(=O)c2cc(S(=O)(=O)N3CCCCC3)ccc2Cl)c(=O)n(C)c1=O | 24% | 6% | ? | ? | -21% | 0% | -4% | -2% | -1%
23 | Cc1cccc(C(=O)NCC(=O)N(C)Cc2nc3ccccc3c(=O)[nH]2)c1 | . | 9% | -13% | . | -5% | . | . | -3% | 3%
24 | O=C(NCCN1CCN(c2ccc([N+](=O)[O-])cc2)CC1)NCc1ccccc1 | 1% | -1% | -3% | 8% | -21% | ? | 2% | -3% | 52%[activator]
25 | COCCCNC(=O)C1CCC(CNS(=O)(=O)c2ccc(C)cc2)CC1 (stereo not given) | 4% | . | . | 4% | . | -2% | -1% | . | -5%
26 | Cc1cccc(Cn2c(CN3CCN(Cc4ccccc4)CC3)nc3c2c(=O)[nH]c(=O)n3C)c1 | 2% | -3% | 2% | -30% | -22% | 6% | 3% | 0% | 7%
27 | COc1cc(NC(=O)C2CCCCC2)c(OC)cc1NC(=O)c1ccco1 | -1% | 2% | 14% | -36%[12.7 µM] | 6% | -20% | -2% | -15% | -3%
28 | Cc1ccc(-n2ncc(-c3nn[nH]n3)c2N)cc1 | 19% | 31%[activator] | -15% | ? | 2% | -12% | -5% | 9% | -7%
29 | CCOC(=O)c1ccc(NC(=S)NC(=O)C2CCCC2)cc1 | ? | -5% | -13% | -7% | -3% | -15% | -12% | 2% | 6%
30 | O=[N+]([O-])c1cccc(C2(O)COc3ccccc3O2)c1 (stereo not given) | 15% | 124%[activator] | -3% | 10% | -14% | -2% | -4% | -16% | 19%
31 | Cc1cccc2cc(COC(=O)C3CCCCC3)c(=O)[nH]c12 | 1% | -9% | -12% | -3% | 0% | 0% | -2% | 5% | 5%
32 | COc1ccc(CNC(=O)CCc2c(C)nn(-c3ccc(N4CCOCC4)nn3)c2C)c(OC)c1 | 4% | 2% | -7% | 0%[59 µM] | -11% | -15% | 1% | -10% | .
33 | O=C(C[C@H]1C(=O)N(C2CCCCC2)C[C@@H]1Cc1ccccc1)Nc1ccccc1 | 22% | 1%&-2% | -5% | . | -22% | -10% | -7% | -8%&-15% | -10%
34 | CCOC(=O)c1ccc(-n2ccnc2)c(NC(=O)c2cccc(Br)c2)c1 | 21% | 209%[activator] | -16% | -5% | -34% | 1% | 3% | -11% | 12%
35 | CCCCNC(=O)NC1(C(F)(F)F)Oc2ccccc2O1 | 8% | 23% | 3% | ? | -20% | 41%[activator] | 2% | -8% | -4%
36 | CCN(CC)CCCNC(=S)N(Cc1cccs1)Cc1cc2cc3c(cc2[nH]c1=O)OCCO3 | -14% | 55%[activator] | -16% | -41% | -12% | ? | 39%[activator] | -2% | 0%

The last 2 compounds of the part before lead into the next.
item | Molecule | POLB inh | Pol iota inh | POLH inh | G9a block | JMJD2A Tudor | BAZ2B block | BLM helicase inh | POLK inh | APE1 inh
35 | CCCCNC(=O)NC1(C(F)(F)F)Oc2ccccc2O1 | 8% | 23% | 3% | ? | -20% | 41%[activator] | 2% | -8% | -4%
36 | CCN(CC)CCCNC(=S)N(Cc1cccs1)Cc1cc2cc3c(cc2[nH]c1=O)OCCO3 | -14% | 55%[activator] | -16% | -41% | -12% | ? | 39%[activator] | -2% | 0%
37 | COC(=O)c1ccc(NC(=O)c2cc[n+]([O-])cc2)cc1 | 2% | 28% | -11% | -68% | -15% | -4% | -7% | 12% | 2%
38 | Cc1ccc2c(c1)[nH]c1c(N3CCN(Cc4ccc5c(c4)OCO5)CC3)ncnc12 | 13% | . | . | 12% | . | -2% | -1% | . | 4%
39 | CCOC(=O)c1c(NC(=O)CSc2cccc[n+]2[O-])sc(C(=O)Nc2ccccc2)c1C | ? | -19% | -16% | 45µM* | -3% | 0% | -3% | 4% | -1%
40 | c1ccc(-c2nnc(OCCN3CCOCC3)c3ccccc23)cc1 | -16% | 11% | -5% | ? | -13% | 0% | 1% | -12% | -4%
41 | CCOc1ccc(/C=N\NC(=O)CC(=O)NCCc2ccccc2)cc1 | 1% | 30%[activator] | 2% | 7% | -8% | -16% | -7% | 12% | 12%
42 | CSCCC(NC(=O)c1ccccc1)C(=O)OCC(=O)NCc1ccco1 (stereo not given) | . | 71µM* | ? | . | -34% | . | . | -21% | ?
43 | COc1cccc(C2(O)CCN(C(=O)c3cccs3)CC2)c1 | -7% | 9% | -2% | -7%[59 µM] | -7% | . | -1% | -11% | 2%
44 | O=C(O)/C=C\c1ccc(O)c(O)c1 | . | . | . | 2.5µM* | . | . | 0%[21.4 µM] | -5%[12 µM] | -7%[21 µM]
45 | CCc1ccc(NC(=O)CNC(=O)[C@@H]2Cc3ccccc3CN2C(=O)OC(C)(C)C)cc1 | 25% | -10% | -19% | 16%[0.0925 µM] | -10% | -15% | -7% | 0% | -16%

In the list so far, six contain an NH in an aromatic ring.
item | Molecule | POLB inh | Pol iota inh | POLH inh | G9a block | JMJD2A Tudor | BAZ2B block | BLM helicase inh | POLK inh | APE1 inh
23 | Cc1cccc(C(=O)NCC(=O)N(C)Cc2nc3ccccc3c(=O)[nH]2)c1 | . | 9% | -13% | . | -5% | . | . | -3% | 3%
26 | Cc1cccc(Cn2c(CN3CCN(Cc4ccccc4)CC3)nc3c2c(=O)[nH]c(=O)n3C)c1 | 2% | -3% | 2% | -30% | -22% | 6% | 3% | 0% | 7%
28 | Cc1ccc(-n2ncc(-c3nn[nH]n3)c2N)cc1 | 19% | 31%[activator] | -15% | ? | 2% | -12% | -5% | 9% | -7%
31 | Cc1cccc2cc(COC(=O)C3CCCCC3)c(=O)[nH]c12 | 1% | -9% | -12% | -3% | 0% | 0% | -2% | 5% | 5%
36 | CCN(CC)CCCNC(=S)N(Cc1cccs1)Cc1cc2cc3c(cc2[nH]c1=O)OCCO3 | -14% | 55%[activator] | -16% | -41% | -12% | ? | 39%[activator] | -2% | 0%
38 | Cc1ccc2c(c1)[nH]c1c(N3CCN(Cc4ccc5c(c4)OCO5)CC3)ncnc12 | 13% | . | . | 12% | . | -2% | -1% | . | 4%
